Assay outcomes from PubChem.
CBFb-RUNX1 inh – inhibitors of human CBF-beta and RUNX1 interaction; Q01196+Q13951; AlphaScreen CBFb-His/RUNX1-biotin binding, biochemical; Potency, µM (series often up to 59.8 µM), for the others: top-dose activity, negative = inhibition, actives largely listed as inhibitors; 230,000 tested, under 10 active; note: % of control where 0% means no effect
Target sequence (Q01196 whole entry, looked up): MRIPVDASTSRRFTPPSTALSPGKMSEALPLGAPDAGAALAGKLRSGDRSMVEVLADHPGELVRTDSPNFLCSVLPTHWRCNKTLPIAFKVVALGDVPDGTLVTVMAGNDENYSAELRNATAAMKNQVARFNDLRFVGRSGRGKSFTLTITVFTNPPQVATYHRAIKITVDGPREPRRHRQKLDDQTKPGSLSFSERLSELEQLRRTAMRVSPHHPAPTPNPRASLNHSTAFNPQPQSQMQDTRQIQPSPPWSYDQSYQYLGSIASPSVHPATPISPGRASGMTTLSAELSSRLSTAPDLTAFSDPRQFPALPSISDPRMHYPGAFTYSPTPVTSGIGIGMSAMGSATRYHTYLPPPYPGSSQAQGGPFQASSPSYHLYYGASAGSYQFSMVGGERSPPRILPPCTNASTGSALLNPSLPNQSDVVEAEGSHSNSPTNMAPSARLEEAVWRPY
Target sequence (Q13951 whole entry, looked up): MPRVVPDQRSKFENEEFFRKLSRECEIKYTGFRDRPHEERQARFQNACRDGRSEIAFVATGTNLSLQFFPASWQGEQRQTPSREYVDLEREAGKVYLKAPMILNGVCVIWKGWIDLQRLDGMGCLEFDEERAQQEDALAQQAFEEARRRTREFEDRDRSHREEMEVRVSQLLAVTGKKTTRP
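Proteins preincubated together for 20 min at RT before compound addition; 15 min later, nickel and streptavidin beads were added and left 90 min prior to AlphaScreen measurement.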
KinaseGlo FLuc – blocks Kinase-Glo luciferase, a counter-screen artifact; Q27757; Potency, µM (highest dose often 38.3 µM), for the others: top-dose activity change, negative = inhibition, most hits filed as inhibitors; Kinase-Glo luciferase, ATP luminescence, 8 min; AID 1379; actives 0.28% (n = 200,000); note: potency is the fitted concentration of half-maximal effect; % is set by controls: 0 for no effect and ±100 for the full control effect; nearly all actives have a fitted effect of over 60% in size
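Kinase-Glo luciferase light output from ATP and luciferin was measured with 10 uM ATP, within the enzyme's linear range. Buffer: 50 mM imidazole pH 7.2, 50 mM KCl, 7 mM MgCl2, 0.01% Tween 20, 0.05% BSA; luminescence read after 8 min at ambient temperature.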
HttQ103 aggreg – inhibitors of mutant huntingtin aggregate formation in PC12 cells; PC12 HttQ103-GFP aggregates, Acumen cytometry, 40 h; Potency, µM (titrated, usually from 46.1 µM), for the others: top-dose activity change, negative = inhibition, most hits filed as inhibitors; actives 1.1% (n = 220,000); AID 1688; note: potency is the fitted concentration of half-maximal effect; % is set by controls: 0 for no effect and ±100 for the full control effect; nearly all actives have a fitted effect of over 60% in size
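Inducible Q103 Huntingtin exon 1–GFP PC12 line, 1500 cells/well in phenol red free DMEM with 5% equine and 5% calf serum. Tebufenozide 100 nM induced expression; compounds titrated; aggregates quantified by cytometry.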
SMN2 splice enh – increases expression of the SMN2 splice variant; Potency, µM (titrated, usually from 46.1 µM), for the others: at the highest dose activity change, positive = activation, actives largely listed as activators; AID 1458; actives 2.8% (n = 210,000); HEK293 SMN2-luciferase splicing reporter, luminescence, 30-36 h; note: potency is the fitted concentration of half-maximal effect; % of control where 0% means no effect; nearly all actives have a fitted effect of over 55% in size
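HEK293 cells carry an SMN2 minigene-luciferase reporter in which exon 7 inclusion puts luciferase in frame. Cells were seeded at 2000 cells/well, attached for 10-12 hours, then exposed to compounds for 30-36 hours at 37C before ONE-Glo luminescence.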
IMPase Li inh – cell-permeable IMPase inhibitors with lithium potentiation | CHO-M1 cells, IP1 TR-FRET (IP-One), carbachol + lithium | Potency, µM (doses to about 59.4 µM), for inactives: top-dose activity, negative = IMPase inhibition, hits mostly inhibitors | actives 0.35% (n = 210,000) | AID 1457;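 note: IP1 builds up when IMPase is blocked and the TR-FRET signal falls; potency is the fitted concentration of half-maximal effect; plate controls were basal vehicle for no effect and high inhibitor control for full effect; nearly all actives have a fitted effect of over 50% in size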
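Steps: plate 2000 CHO-M1 cells per well and culture 16–30 h; add compound and lithium; incubate 30 min, 37C; add d2-IP1 tracer and Eu cryptate anti-IP1 antibody in lysis buffer; read after 10 min at room temperature.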
Lamin A splicing – modulators of lamin A splicing; HeLa LMNA splicing GFP/RFP minigene ratio, 48 h; Potency, µM (titrated, usually from 46.1 µM), for the others: top-dose ratio change, negative = inhibition, most hits filed as inhibitors; actives 0.01% (n = 200,000); active = well fitted inhibition curve with a large enough effect in the signal ratio, with a control signal flat, not every such curve was filed as active; inconclusive = small, poorly fitted or top-dose-only effect, or effect the other way, or a change in a side signal; the % refers to the signal ratio; note: potency is the fitted concentration of half-maximal effect; % is set by controls: 0 for no effect and ±100 for the full control effect
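Read-out is the ratio of GFP to DsRed2 object intensity, acquired by 488 nm laser-scanning cytometry on HeLa lamin A-EGFP minigene reporter cells. Compound incubation 48 hrs at 37 °C in Opti-MEM with 2% FBS; DMSO 0.5% final.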
HTT ATP protect – cytoprotection in Huntington HTT-Q103 PC12 cell model. PC12 HTT-Q103 induced, cytoprotection, ATP luminescence, 40 h. actives 0.14% (n = 230,000). Potency, µM (series often up to 56.4 µM), for the others: cytoprotection (ATP increase), usual class: activators;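 note: potency is the fitted concentration of half-maximal effect; % of control where 0% means no effect; nearly all actives have a fitted effect of over 45% in size; toxic huntingtin expression switched on by the ecdysone agonist tebufenozide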
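Readout: ATPlite luminescence (ATP level). Model: stable PC12, inducible Htt exon1 Q103-GFP. Inducer: tebufenozide, 100 nM final. Compounds: dose series. No G418 in medium.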
An asterisk follows results filed as active; ? = inconclusive; · = no result given; & = joins results of further samples; [ ] = another dose, or the depositor's remark. Unless noted, calls come from the whole dose curve; as a rule, active = well fitted curve in the direction sought with a large enough effect; inconclusive = small, poorly fitted or top-dose-only effect, or another doubt; inactive = no such curve, though single readings can be large; an effect the other way counts as inactive or inconclusive.

Every second line gives: CBFb-RUNX1 inh, KinaseGlo FLuc, HttQ103 aggreg, SMN2 splice enh, IMPase Li inh, Lamin A splicing, HTT ATP protect
> CCOc1c2ccc(C(=O)NCc3ccc(OC)cc3)cc2nn1CCOC
 : 0%, -7%, 1%, -4%, -25%[38.3 µM], 2%, -7%
> Cc1nc(-c2ccccc2)sc1C(=O)/C=C/N(C)C
 : 3%, -2%, -8%, ?, 1%, ·, 1%
> Oc1ccc2ccccc2c1/C=N/n1cnnc1
 : 1%, 2%, -3%, 4%, 6%, -8%, 15%[10 µM]
> CCOC(=O)N1CCC(NC(=O)CN2C(=O)CSc3nc(C)cc(C)c32)CC1
 : 2%, -2%, 5%, 4%, -2%[38.3 µM], 5%, -13%
> Cc1ccc(C2=NNC(C(O)C(O)C(O)C(C)O)S2)cc1 (configuration not stated)
 : 7%, -1%, 0%, -3%, 18%[38.3 µM], 22%, -48%[inhibitor][10 µM]
> CN(C)C(C)(C)/C=C/C(O)(c1ccccc1)c1ccccc1
 : 2%, ·, 24%[9.22 µM], ·, ·, ·, 8%[10 µM]
> O=C(c1ccccc1-n1cccc1)N1N=C(C(F)F)CC1(O)C(F)F (configuration not stated)
 : 5%, -1%, -1%, 6%, 5%, -6%, ·
> CSc1nc(N)nc(SC2C=CCCC2)c1C#N (configuration not stated)
 : 3%, -1%, 1%, ?, 12%[38.3 µM], 11%, -25%
> CC(C)NC(=O)c1ccc(C2SCC(=O)N2Cc2ccccc2)cc1 (configuration not stated)
 : -3%, -3%, -1%, -43%[inhibitor], 2%, -11%, -22%[10 µM]
> CC(C)(C)OC(=O)NNC(=S)NC1CCCCC1
 : 21%, 3%, 13%, 30%, -4%, ?, ?
> c1nc(N2CCOCC2)c2cc(-c3ccoc3)ccc2n1
 : ·, ·, ·, ·, 5%, ?, -81%[inhibitor]
> O=C(CC1N=C2c3ccccc3N=C(SCc3ccc(F)cc3)N2C1=O)NCc1ccco1 (configuration not stated)
 : 7%, 2%, 9%, ?, 10%, 1%, 15%[10 µM]
> CC(=O)c1c(C(C)=O)c(C)n(-c2cccc3cccnc23)c1C
 : -4%, 0%, 0%[9.22 µM], ·, 9%, ·, -12%[10 µM]
> C/C(N)=C(/C#N)C(=O)CSc1cc(Cl)ccc1Cl
 : 9%, -1%, -11%, 17%, 3%, 7%, -11%[0.074 µM]
> O=C(CN1CCCCC1)NCCNC(=O)CN1CCCCC1
 : 0%, 12%, -14%, 6%, -6%[38.3 µM], 0%, -3%
> CCCN1CCN(C(=O)Nc2ccc(OCC)cc2)CC1
 : -3%, 3%, 2%[9.22 µM], ·, 7%, 15%[46 µM], 16%[10 µM]
> N#CC1=C(N)C(C#N)(C#N)C(c2cccnc2)C2COCC=C12 (configuration not stated)
 : 3%, -1%, -11%, -4%, -1%[38.3 µM], -7%, -26%[10 µM]
> CC(Sc1nc(-c2ccccc2)cs1)C(=O)Nc1ccc(Cl)cn1 (configuration not stated)
 : ?, 1%, 14%, -13%, 3%, ?, -3%[10 µM]
> Cc1ccc(C(=O)n2c(=S)nc3ccccn32)cc1
 : -1%, ?, 19%, 2µM*, -12%[38.3 µM], 4%, -77%[inhibitor][10 µM]
> O=C1CSC(c2cccnc2)N1Cc1ccc(Cl)cc1 (configuration not stated)
 : 6%, ·, -20%[9.22 µM], ·, ·, ·, 4%[10 µM]
> CCOC(=O)c1cnc(Nc2nc3ccccc3o2)nc1CN1CCN(C)CC1
 : -10%, -3%, ?, 13µM*, -7%[38.3 µM], 18%[0.0737 µM], -34%
> COc1ccccc1N1CCN(CCCCNS(=O)(=O)c2cccc3c(N(C)C)cccc23)CC1
 : -4%, -7%, ·, -34%[inhibitor], -4%, ?, -26%[1.9 µM]
> Cc1cc(C)nc(NC(=O)CN2C(=O)c3ccccc3C2=O)n1
 : -8%, 12%, 9%, 9%, -30%[38.3 µM], 9%, 23%
> COC(=O)c1cc(Br)c(=O)n(Cc2ccc(C(=O)O)cc2)c1
 : 6%, -8%, -4%, -12%, -7%[38.3 µM], -2%, -7%[0.074 µM]
> COc1cc2c(C#N)c(N3CCc4ccccc4C3)nc(N)c2c(N)n1
 : 1%, 0%, ?, 27%, -7%[38.3 µM], -3%, -5%[10 µM]
> COc1ccc(S(=O)(=O)N(Cc2ccccc2)c2ccccc2C(=O)Nc2ccccc2C(=O)NCc2ccco2)cc1
 : -6%, 3%, -1%, -5%, 7%, -2%, -3%[10 µM]
> CCn1nccc1C(=O)Nc1cc(Cl)ccc1Cl
 : 12%, -3%, ?, -10%, 28%[38.3 µM], ?, 22%[1.9 µM]
> CCOC(=O)N=Nc1c(O)n(CC)c2ccccc12
 : 2%, 0%, 8%, -5%, -2%, -1%, 27%[10 µM]
> CCc1nc(SCc2ccc([N+](=O)[O-])cc2)n[nH]1
 : 1%, -3%, -2%, 34%, 3%, 5%, ·
> CC(CN(C)Cc1ccccc1)OC(=O)c1cccc(F)c1 (configuration not stated)
 : 15%, -2%, 5%, 0%, -6%, 21%, ·
> C=CCN(c1ccc(C(=O)Nc2cc(C)cc(C)c2)cc1)S(C)(=O)=O
 : -4%, -1%, 5%, -20%, 2%, ?, -30%[10 µM]
> Cc1ccc(NC(=O)C(OC(=O)c2cc(C)oc2C)c2ccccc2)cc1 (configuration not stated)
 : 5%, ·, -2%, ·, ·, -11%, -7%[10 µM]
> CN1C(C(=O)NCc2ccccc2)CC2Cn3c(nc4cc5ccccc5cc43)C21 (configuration not stated)
 : 10%, ·, -15%[9.22 µM], ·, ·, ·, ?
> Cc1ccc(N=Nc2ccc(N)cc2C)c(S(N)(=O)=O)c1
 : -23%, -3%[7.66 µM], 14%[9.22 µM], 3%[9.22 µM], 6%, 0%[46 µM], 5%&6%[10 µM]
> COc1cc(OC)cc(C(=O)NCC(=O)OCC(=O)NC(C)(C)C)c1
 : -5%, 1%, 1%, 4%, -6%, -6%, 3%[10 µM]
> O=C(Nc1ccccn1)c1ccc([N+](=O)[O-])cc1Cl
 : -1%, 2%, -23%, 5%, -3%, -6%, 4%[10 µM]
> O=C(NC1CCC(NC(=O)C2CCCO2)CC1)C1CCCO1 (configuration not stated)
 : 4%, 2%, 3%, 22%, 2%[38.3 µM], -7%, -7%
> CC(C)CC(NC(=O)c1ccc(Cl)cc1)C(=O)OCc1cc([N+](=O)[O-])cc2c1OCOC2 (configuration not stated)
 : -18%, -1%, 4%, -14%, 5%, -2%, 19%[10 µM]
> O=C(CC1Sc2ccccc2NC1=O)Nc1cccc(C(=O)O)c1 (configuration not stated)
 : -11%, 5%, -6%, 14%, 2%, -10%, 29%[10 µM]
> Cc1ccc(CN2C(=O)C3CCCN3c3ccc(S(=O)(=O)N4CCOCC4)cc32)cc1 (configuration not stated)
 : -4%, 2%, -5%, -13%, -6%[38.3 µM], 2%, -19%
> Cc1cc(-c2nnc3n2N=C(c2ccccc2Br)CS3)n[nH]1
 : 1%, ·, 21%[9.22 µM], ·, ·, ·, 34%[10 µM]
> O=C(CSc1nc2ccccc2c(=O)n1-c1ccccc1)NC(=O)CN1CCCC1=O
 : -28%, 1%, 37%, -17%, 19%, -15%[46 µM], 2%[10 µM]
> Cc1ccc(NC(=O)CN2C(=O)NC(Cc3c[nH]c4ccccc34)C2=O)cc1S(=O)(=O)N1CCCCC1 (configuration not stated)
 : -11%, -2%, 26%, -25%, 13%, ?, 29%[10 µM]
> CCOC(=O)c1ccc(N2C(=O)CC(N(C)CCc3ccc(OC)c(OC)c3)C2=O)cc1 (configuration not stated)
 : 2%, -1%, 6%, -4%, 13%[38.3 µM], -6%, -7%
> COc1ccc(OC)c(NC(=O)NNC(=O)CCCOc2ccc(Cl)cc2C)c1
 : -9%, 4%, 11%[9.22 µM], 2%, 6%, ?, -5%[10 µM]
> O=C(COC(=O)c1ccc(Sc2ccccc2)c([N+](=O)[O-])c1)NC1CCCc2ccccc21 (configuration not stated)
 : -16%, 0%, 8%, 10%, 10%[38.3 µM], -5%, -7%
> Cc1ccc(NC(=O)c2oc3ccc(S(=O)(=O)N4CCOCC4)cc3c2C)c(C)c1
 : 2%, ·, 21%, ·, ?, 8%[46 µM], -34%[inhibitor]
> Cc1ccc(NC(=O)c2ccccc2Cl)c(Cl)c1
 : 10%, -3%, -6%, -4%, 26%[38.3 µM], -2%, -27%
> Cc1nn(C(C)C(=O)N2CCc3ccccc32)c(C)c1[N+](=O)[O-] (configuration not stated)
 : 5%, -3%, 1%, 3%, -10%[38.3 µM], 1%, 2%
> CCOC(=O)c1[nH]c(C)c(C(=O)OCC(=O)NC2CCS(=O)(=O)C2)c1C (configuration not stated)
 : 0%, ·, -12%[9.22 µM], ·, ·, ·, 13%[10 µM]
> COc1cc(NS(=O)(=O)c2ccc(OC)c(C)c2C)c(OC)cc1Cl
 : 5%, 0%, -31%, ·, 37%[activator][38.3 µM], -6%, -59%[inhibitor]
> CNCc1cn2cc(Cl)ccc2n1
 : -3%, 2%, -4%, 1%, -1%, -5%, -4%[10 µM]
> Cc1ccc(C(=O)N/N=C\c2cccs2)cn1
 : -4%, -2%, 8%, 3%, 4%, ·, -89%[inhibitor]
> Cc1ccccc1N(CC(=O)NCc1ccncc1)S(C)(=O)=O
 : 1%, 1%, -5%, 0%, -13%[38.3 µM], 6%, 2%[10 µM]
> O=C(CN1CCCC1=O)NC1(C(F)(F)F)NC(=O)N(Cc2ccccc2)C1=O (configuration not stated)
 : 0%, 0%, -3%, -10%, 36%[activator][38.3 µM], -9%, 2%[0.074 µM]
